# Rv3671c inh = Rv3671c serine protease inhibitors, primary screen, biochemical, fluorescence polarization, M. tuberculosis H37Rv; P9WHR9; inhibition, % at 5.96 µM; actives 0.048% (n = 320,000); AID 2606, 2010; in the data active means inhibition above about 38%;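 further: extracellular domain of Rv3671c used as enzyme; 0% = enzyme with DMSO and 100% = no enzyme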
# Target sequence (P9WHR9 whole entry, looked up, the tested form may be a part): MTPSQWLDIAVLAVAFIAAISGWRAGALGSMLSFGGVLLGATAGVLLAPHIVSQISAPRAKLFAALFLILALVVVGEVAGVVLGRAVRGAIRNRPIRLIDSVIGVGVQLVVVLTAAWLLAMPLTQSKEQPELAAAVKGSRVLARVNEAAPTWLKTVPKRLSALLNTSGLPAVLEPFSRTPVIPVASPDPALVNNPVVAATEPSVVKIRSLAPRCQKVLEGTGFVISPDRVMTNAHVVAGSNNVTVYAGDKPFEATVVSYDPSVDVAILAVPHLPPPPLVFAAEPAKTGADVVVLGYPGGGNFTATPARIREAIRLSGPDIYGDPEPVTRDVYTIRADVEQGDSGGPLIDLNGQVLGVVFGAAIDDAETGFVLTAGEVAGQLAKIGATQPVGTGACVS
# VHR inh abs = VHR1 phosphatase inhibitors, primary screen, biochemical, absorbance, uHTS; recombinant VHR phosphatase, pNPP absorbance; inhibition, % at 13.3 µM; actives 0.52% (n = 290,000); in the data active means inhibition above about 50%; further: some compounds called inactive have numbers as strong as hits
# UGM FP inh = M. tuberculosis UGM enzyme inhibitors, primary screen, biochemical, fluorescence polarization, single point; actives 0.06% (n = 320,000); purified UGM, fluorescence polarization probe displacement; UDP-galactopyranose mutase (Mycobacterium tuberculosis (strain ATCC 25618 / H37Rv)), …; inhibition, % at 10 µM; AID 504406, 2011; in the data active means inhibition above about 10%, passing the limit was not always enough; inconclusive means no clear call, values can overlap the other calls
# Target sequence (P9WIQ1 whole entry, looked up): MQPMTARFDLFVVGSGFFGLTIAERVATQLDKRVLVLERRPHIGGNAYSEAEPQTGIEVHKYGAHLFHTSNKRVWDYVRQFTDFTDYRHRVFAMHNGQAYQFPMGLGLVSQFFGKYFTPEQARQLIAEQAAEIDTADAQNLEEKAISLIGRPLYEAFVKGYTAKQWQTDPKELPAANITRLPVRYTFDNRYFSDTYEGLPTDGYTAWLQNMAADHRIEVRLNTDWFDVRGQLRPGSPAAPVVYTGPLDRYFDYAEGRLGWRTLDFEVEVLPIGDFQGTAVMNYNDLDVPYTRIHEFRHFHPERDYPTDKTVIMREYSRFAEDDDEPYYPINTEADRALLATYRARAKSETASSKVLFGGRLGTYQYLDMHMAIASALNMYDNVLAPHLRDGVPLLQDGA
# BioA inh = M. tuberculosis BioA enzyme inhibitors, primary screen, biochemical, plate reader, single point, HTS. 7,8-diaminopelargonic acid synthase BioA (Mycobacterium tuberculosis). purified M. tuberculosis BioA enzyme. inhibition, % at 9.99 µM. actives 0.096% (n = 360,000); in the data active means inhibition above about 40%; inconclusive means no clear call, values can overlap the other calls
# GDH-TPI counter = GDH-TPI coupling enzyme inhibitors, primary screen, artefact control for M. tuberculosis FBA inhibitor project, biochemical, absorbance, full deck. inhibition, % at 4.8 µM. actives 1.2% (n = 360,000). GDH-TPI coupled enzyme counterscreen, NADH absorbance;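 further: 0% = DMSO wells and 100% = wells lacking the enzyme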
# FadD28 FP inh = inhibitors of FadD28 bisubstrate probe binding, primary screen, biochemical, fluorescence polarization, single point. actives 0.22% (n = 360,000). Mycobacterium tuberculosis FadD28 fatty-acid-AMP ligase. inhibition, % at 12.5 µM; in the data active means inhibition above about 8.5%, passing the limit was not always enough; inconclusive means no clear call, values can overlap the other calls
# BoNT-F LC inh = BoNT/F light chain protease inhibitors, primary screen, biochemical, flow cytometry, MLPCN library | Multiplex microsphere protease cleavage assay | inhibition, % at 10 µM | actives 0.22% (n = 360,000) | AID 588497, 2011; in the data active means inhibition above about 35%, passing the limit was not always enough; inconclusive means no clear call, values can overlap the other calls; further: plate controls were buffer without enzyme for full effect and enzyme alone for no effect
# CCHFV vOTU inh = CCHFV vOTU protease inhibitors, primary screen, biochemical, Pep-AMC substrate, fluorescence; Crimean-Congo hemorrhagic fever virus L polyprotein viral ovarian tumor (vOTU) protease …; actives 0.55% (n = 370,000); inhibition, % at 11.5 µM; further: 0% = vehicle wells with enzyme and 100% = no enzyme wells
# Mtb FBA inh = Mtb FBA enzyme inhibitors, primary screen, biochemical, fluorescence, strain H37Rv; Fructose-bisphosphate aldolase (Mycobacterium tuberculosis (strain ATCC 25618 / H37Rv)), …; purified M. tuberculosis FBA, fluorescence read-out; inhibition, % at 1 µM; actives 2.3% (n = 360,000); AID 588726, 2011; in the data active means inhibition above about 27%;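 further: 0% = vehicle and 100% = reference inhibitor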
# MazEF act = activators of E. coli MazEF toxin-antitoxin RNase, primary screen, biochemical, fluorescence, uHTS; Endoribonuclease toxin MazF (Escherichia coli (strain K12)), P0AE70; FAM/BHQ RNA-DNA oligo cleavage fluorescence, 5 h; activation, % at 20 µM; actives 0.32% (n = 350,000); AID 504720, 2011; in the data active means activation above about 50%
# Target sequence (P0AE70 whole entry, looked up): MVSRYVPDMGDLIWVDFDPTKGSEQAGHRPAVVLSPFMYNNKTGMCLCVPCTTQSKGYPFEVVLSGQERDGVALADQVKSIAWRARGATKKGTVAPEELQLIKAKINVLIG
# * hit, by the source's call; ? = inconclusive; . = not tested or not shown; + = active, no number; & = joins results of further samples. Unless noted, no stated cut-off is given here; in the data, active means inhibition above about 30%; inactive means the rest.
SMILES,Rv3671c inh,VHR inh abs,UGM FP inh,BioA inh,GDH-TPI counter,FadD28 FP inh,BoNT-F LC inh,CCHFV vOTU inh,Mtb FBA inh,MazEF act
CCc1cc(=O)oc2c3c(cc(OCC(=O)NCc4ccncc4)c12)OC(C)(C)CC3,7,49,-0.8,1.1,16,-2.1,-9,-179,+,0
COC(=O)c1ccccc1NC(=O)N1CCCC1,4,-12,2.2,1.6,4,-3.8,-11,-18,28*,1
Cc1cc(C)c2[nH]c(=O)c(CN(Cc3ccco3)C(=S)NCC3CCCO3)cc2c1 (centres undefined),1,2,-3.0,.,3,-0.8,-5,3,1,0
S=C(c1ccc(-c2ccccc2Cl)o1)N1CCCCC1,2,-5,3.2,.,9,-1.4,-1,3,-2,-1
COc1cc2c(c(OC)c1OC)-c1ccc(NC(=O)c3ccccc3)c(=O)cc1[C@@H](NC(C)=O)CC2,.,6,0.9,.,6,.,-12,-6,6,13
N/C(=N\OC(=O)c1cccnc1)c1ccccc1Cl,3,-10,-0.8,.,-3,-3.5,0,-5,0,-10
O=C(Cc1cccs1)NCc1cc(Cl)cc(Cl)c1,2,2,-0.7,2.6,2,-0.1,-3,-11,-3,2
CC(=O)Nn1cc2c(=O)n(C)c(=O)n(C)c2c1,-6,19,0.9,-0.3,5,-0.2,-8,12,1,-2
O=C(NC1CCCc2ccccc21)c1ccc(CNc2c(N3CCOCC3)c(=O)c2=O)cc1 (centres undefined),-5,-5,-2.2,-1.9,18,-0.1,0,-2,5,8
Cc1nn(Cc2ccccc2Cl)c(C)c1NC(=O)c1noc2c1CCCCC2,5,4,1.5,.,4,-1.0,1,-10,1,1
COC(=O)c1ccc(OCCOCCOc2cccc3ccc(C)nc23)cc1,-2,7,0.9,.,-1,-3.1,-2,-2,3,-18
N#Cc1ccccc1CSc1nc(O)cc(=O)[nH]1,9,-8,1.1,-0.5,3,0.6,-22,4,4,-1
COCCCN1C(=O)C(O)=C(C(=O)c2ccco2)C1c1ccccc1 (centres undefined),7,-11,0.4,0.4,15,-5.1,0,8,2,3
C[C@@H]1CN([C@H](C)CO)C(=O)c2cc(Br)cnc2O[C@@H]1CN(C)C(=O)C1CCOCC1,.,.,.,-0.1&1.2&0.4,13,-4.4,-9,-3,-5,2
Cc1ccc(C)c(NC(=O)CCc2nnc3ccc(N4CCCCC4)nn23)c1,0,2,-0.8,0.8,3,-0.9,-3,14,4,9
NNC(=O)CN1C(=O)Nc2ccc(Br)cc2C1c1ccccc1 (centres undefined),-20,4,-0.4,-0.2,-4,-1.8,10,6,0,-8
Cc1ccc(-c2n[nH]c(=S)c3ccccc23)cc1,-6,7,1.6,-0.6,-3,-2.6,-2,-3,0,6
O=C(CSc1ccc(-c2ccc(Cl)cc2)nn1)NC1CCCC1,5,6,0.5,-1.1,3,-1.7,4,4,1,-2
CCCc1nc(NCCO)c(C#N)c2c1CCCC2,-5,-27,-1.0,-1.0,5,0.9,?,4,8,0
COC(=O)c1ccc(N2CCOCC2)c(NC(=O)c2cc3ccccc3o2)c1,.,.,.,-1.4,18,0.3,-1,11,2,-5

# Sorted by molar mass (ascending): part of the list above
SMILES,Rv3671c inh,VHR inh abs,UGM FP inh,BioA inh,GDH-TPI counter,FadD28 FP inh,BoNT-F LC inh,CCHFV vOTU inh,Mtb FBA inh,MazEF act
Cc1ccc(-c2n[nH]c(=S)c3ccccc23)cc1,-6,7,1.6,-0.6,-3,-2.6,-2,-3,0,6
N#Cc1ccccc1CSc1nc(O)cc(=O)[nH]1,9,-8,1.1,-0.5,3,0.6,-22,4,4,-1
COCCCN1C(=O)C(O)=C(C(=O)c2ccco2)C1c1ccccc1 (centres undefined),7,-11,0.4,0.4,15,-5.1,0,8,2,3
NNC(=O)CN1C(=O)Nc2ccc(Br)cc2C1c1ccccc1 (centres undefined),-20,4,-0.4,-0.2,-4,-1.8,10,6,0,-8
COC(=O)c1ccc(N2CCOCC2)c(NC(=O)c2cc3ccccc3o2)c1,.,.,.,-1.4,18,0.3,-1,11,2,-5
COC(=O)c1ccc(OCCOCCOc2cccc3ccc(C)nc23)cc1,-2,7,0.9,.,-1,-3.1,-2,-2,3,-18
C[C@@H]1CN([C@H](C)CO)C(=O)c2cc(Br)cnc2O[C@@H]1CN(C)C(=O)C1CCOCC1,.,.,.,-0.1&1.2&0.4,13,-4.4,-9,-3,-5,2

# (listing goes on)
SMILES,Rv3671c inh,VHR inh abs,UGM FP inh,BioA inh,GDH-TPI counter,FadD28 FP inh,BoNT-F LC inh,CCHFV vOTU inh,Mtb FBA inh,MazEF act
CCC1C(c2ccccc2)N(C)C(c2ccccc2)CC1(O)c1ccccc1 (centres undefined),-5,17,1.0,.,-4,-3.9,2,0,-3,-2
CC(C)c1nnc(NC(=O)CC23CC4CC(CC(C4)C2)C3)s1,-4,41,-0.2,-0.6,-3,-0.3,-1,-2,-1,-4
COC(=O)[C@@H](C)NC(=O)c1ccc2oc(CCc3ccccc3)nc2c1,-3,-7,-2.2,1.7,17,0.3,?,5,18,4
CC(NC(=O)C12CC3CC(CC(C3)C1)C2)c1ccc(F)cc1 (centres undefined),-9,15,1.1,.,-3,-0.1,-3,-6,1,-22
O=C(c1ccc(Cl)c(S(=O)(=O)N2CCCC2)c1)N1CCOCC1,5,-2,-13,3.2,-1,-0.7,-11,7,2,7
Cn1ccnc1C(=O)c1cccc(Br)c1,-4,15,2.1,2.2,-4,-3.0,7,3,1,4
Nn1c(SCC(=O)N2CCCC2)nnc1C1CCCCC1,.,.,.,-0.6,-1,-0.6,5,-3,1,-12
COC(=O)c1cccc(CN2C(=O)C(C)Sc3ccc(C(C)=O)cc32)c1 (centres undefined),.,.,.,-0.7,5,-3.4,-7,-4,1,.
Cc1cc(C(=O)COC(=O)CCc2nc3ccccc3c(=O)[nH]2)c(C)n1CC1CCCO1 (centres undefined),6,19,3.1,.,.,.,.,.,.,-23
CCN1C(=O)[C@H]2[C@@H](c3ccc(Cl)cc3)N3C(=O)CN(CC4CC4)C(=O)[C@@]3(Cc3ccccc3)[C@H]2C1=O,7,24,1.0,3.6,-2,-2.2,0,8,-2,-3
Cc1cccc(NC(=O)CSc2ncnc3nc[nH]c23)c1C,-5,25,-0.5,-1.5,14,-2.7,0,-22,-2,11
Cc1[nH]c(C)c(S(=O)(=O)Nc2ccccc2Cl)c1C(=O)N1CCCC1,-7,42,1.7,-0.4,-1,-2.7,-6,14,-2,7
CN(C)c1ccc(N=Cc2nc(-c3ccccc3)oc2O)cc1,4,2,15*,.,13,4.7,8,13,-4,246*
Cc1cc(C(=O)Nc2ccc3nc(C)sc3c2)c2ccccc2n1,-12,26,0.2,-1.5,9,0.0,0,4,3,12
CCOC(=O)C(=CNc1ccc2c(c1)nnn2-c1ccc(Cl)cc1)C(=O)OCC,-3,-4,-0.7,2.5,-1,-1.5,5,-3,0,-13
COC(=S)N/C(=N\S(=O)(=O)c1ccc(Cl)cc1)c1ccccc1,-5,7,-0.6,0.3,-2,1.0,2,3,0,7
CCN(CC(=O)NCc1cccnc1)S(=O)(=O)c1ccc(OC)cc1,-3,25,-1.3,5.8,-6,-3.7,2,4,1,2
CCc1ccc(N2CC(C(=O)OCC(=O)c3c(N)n(CC(C)C)c(=O)n(C)c3=O)CC2=O)cc1 (centres undefined),-6,.,0.9,.,9,-1.2,-5,0,1,3
COc1ccccc1-c1noc(CCCC(=O)N2CCOCC2)n1,-6,-4,3.3,-4.1,20,0.7,.,10,9,8
Cc1ccc2nc(N3CCN(Cc4nnnn4C4CCCC4)CC3)c(C#N)cc2c1,-2,-9,-0.1,6.1,5,-4.0,2,8,-1,2
CCOC(=O)c1cc2nc(-c3ccccc3)cc(C)n2n1,-3,23,0.6,0.5,7,0.5,2,-24,8,-25
Cc1ccc(S(=O)(=O)c2nc(-c3ccco3)oc2SC(C)C)cc1,-9,-2,-0.7,0.5,-1,-2.3,1,13,2,2
COc1ccc(NC(=O)C/C(C)=N/NC(=O)C2CCCCC2)c([N+](=O)[O-])c1,2,22,0.4,-4.6,5,0.5,-3,-8,-3,-1
COc1ccc(-c2nnn(CC(=O)NCCc3c[nH]c4ccccc34)n2)cc1OC,-8,19,2.6,-0.5,-1,-1.8,-4,-6,1,-2
COc1ccc(NC(=O)CS(=O)(=O)c2ccc(F)cc2)cc1,9,2,0.8,3.3,-4,-1.7,-29,-4,-1,-3
Cc1cccc[n+]1CC(=O)Nc1ccc([N+](=O)[O-])cc1Cl,-8,23,-1.4,-3.6,4,3.7,3,11,-2,-1
NS(=O)(=O)c1cc(C(=O)Nc2ccc3c(c2)OCCCO3)ccc1Cl,5,3,-2.6,-0.5,0,-3.8,4,7,-1,2
NC(=O)c1ccccc1N(Cc1ccccc1)S(=O)(=O)c1ccccc1,-7,29,1.3,.,0,-0.9,-2,9,0,6
COc1ccc(S(=O)(=O)n2nc(-c3ccc(Cl)cc3)cc2N)cc1OC,0,23,-0.7,1.9,1,-1.0,2,7,7,-4
CCc1ccc(-c2cc(C(=O)N3N=C(C(F)F)CC3(O)C(F)F)c3ccccc3n2)cc1 (centres undefined),-28,20,2.6,-1.6,9,-4.2,-11,-6,7,-2
O=C(CCCCC(=O)NNC(=O)COc1ccccc1)NNC(=O)COc1ccccc1,2,16,2.3,-1.7,1,-1.3,-1,-24,4,19
CN(CCOc1ccc(CC2SC(=O)NC2=O)cc1)c1ccccn1 (centres undefined),-1&-5,.,0.6&3.2,0.7&1.4,4&12,-0.6&-3.1,-3&-13,8&-10,3&2,-2&0
Cc1cc(C)n2nc(C(=O)OCC(=O)c3ccc(F)cc3)nc2n1,2,.,0.2,.,-1,-2.7,-3,11,-2,-3
O=C(COc1ncnc2ccc(Br)cc12)Nc1ccc(N2CCOCC2)cc1,1,36,1.4,.,-9,-3.8,-10,-3,0,10
CCOC(=O)c1oc2c(CN3CCCCC3C)c(O)ccc2c(=O)c1-c1ccc(OC)c(OC)c1 (centres undefined),-2,-4,1.8,-1.3,15,0.1,-4,3,2,9
Cc1ccc(CNC(=O)C2c3ccccc3C(=O)N3CCc4ccccc4C23)o1 (centres undefined),-1,0,-0.4,.,15,-0.3,-8,3,0,5
COc1ccc(-n2c(C)ccc2C)c([N+](=O)[O-])c1,9,18,-2.2,.,9,-4.0,-5,-7,2,-5
O=C(O)C(CCCCNS(=O)(=O)c1ccc(F)cc1)NS(=O)(=O)c1ccc(F)cc1 (centres undefined),-12&2,16&64,-0.8&0.9,-0.7&3.0,12&-10,-3.7,-2&-3,1&-14,1&-4,6&1
c1ccc(CCNCc2cccs2)cc1,.,5,-0.6,-1.6,7,-0.3,?,-7,2,1
Cc1cccc(C(=O)NCCN(C)C)c1,6,-4,-1.4,-1.2,-1,-1.4,-2,4,2,12
O=C(CCC(=O)N1CCOc2ccccc21)NCCCN1CCN(Cc2ccccc2)CC1,8,29,-2.3,-1.5,-9,-1.8,-8,5,-1,15
O=C(NCc1ccc(F)cc1)C(c1ccncc1)N(C(=O)c1csnn1)C1CC1 (centres undefined),-1,12,2.3,-0.6,5,-0.6,-2,6,0,1
CCOC(=O)N1CCN(C(=O)c2ccc3c(c2)NC(=O)C(N2CCOCC2)S3)CC1 (centres undefined),1,31,-3.6,-0.3,4,2.2,.,11,0,6

# Assay outcomes deposited in PubChem BioAssay by several laboratories.

# The order is random; 4.9% or so of the library scored in one or more.
